NS5 inhibitors: flavivirus cap methylation enzyme inhibition – biochemical, confirmation dose response, primary screen (AID 588689). Dengue-2 NS5 methyltransferase capping enzyme assay, biochemical; higher % means a stronger effect. one-dose inhibition, % at 25 µM; IC50 in µM for titrated hits. 0.3% of 340,000 active; in the data active = a potency from the dose series
UTI89 phage lysis: inhibition of K1F phage lysis, E. coli UTI89, bacterial capsule biogenesis inhibitors, alamar blue (AID 488966) | E. coli UTI89 K1F phage lysis, alamar blue, 2 h; higher % means a stronger effect | inhibition, % at 100 µM, or IC50 in µM where a hit was titrated | 0.02% of 340,000 active;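 active = phage lysis inhibition, versus mean bacterial control, above a set limit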;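 also: capsule biogenesis inhibitors block K1F phage lysis so surviving cells raise fluorescence; higher fluorescence means more inhibition of phage lysis; actives were called in the ten point dose series up to 300 µM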
NTR1 agonist: agonists of NTR1, primary screen, imaging, U2OS cells, beta-arrestin-GFP, high content (AID 493036); activation, % at 20 µM; NTR1-U2OS beta-arrestin-GFP spot imaging, agonist mode; 0.17% of 330,000 active; P30989;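 active = activation at or above 40% of the spot to cytoplasm intensity ratio, with at least 20 cells analyzed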;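 also: 0% = DMSO without peptide and 100% = 100 nM NTR1 peptide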
Target sequence (P30989 whole entry, looked up): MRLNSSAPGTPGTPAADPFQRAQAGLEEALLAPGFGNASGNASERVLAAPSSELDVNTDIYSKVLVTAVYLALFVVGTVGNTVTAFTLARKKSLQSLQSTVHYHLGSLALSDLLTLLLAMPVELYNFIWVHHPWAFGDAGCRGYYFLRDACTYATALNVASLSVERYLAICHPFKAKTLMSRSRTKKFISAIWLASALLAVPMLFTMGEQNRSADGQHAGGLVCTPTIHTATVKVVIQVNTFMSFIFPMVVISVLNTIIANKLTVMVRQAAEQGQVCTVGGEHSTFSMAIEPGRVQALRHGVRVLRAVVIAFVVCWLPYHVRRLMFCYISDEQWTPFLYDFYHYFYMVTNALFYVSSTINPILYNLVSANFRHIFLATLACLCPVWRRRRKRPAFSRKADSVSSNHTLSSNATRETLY
NTR1 agonist cell count 20 µM: also measured in NTR1 agonist; calls as there; cell count; measured here: cell count, cytotoxicity flag
NS5 inhibitors pilot replicate: also measured in NS5 inhibitors; calls as there; inhibition, %; measured here: pilot screen replicate inhibition
* marks the source's active call; other numbers are inactive results; [ ] = another dose, or the depositor's remark. This is a subset; rates above refer to the full screens.

SMILES	NS5 inhibitors	UTI89 phage lysis	NTR1 agonist	NTR1 agonist cell count 20 µM	others
O=C(COc1ccccc1)N[C@@H]1c2ccccc2CC[C@H]1OCc1ccccc1	-5%	0.1%	2.7	52	NS5 inhibitors pilot replicate=0.9
COc1ccccc1NC(=O)COC(=O)C1CCCC1	-1%	0.6%[50 µM]	0.5	50
O=S(=O)(c1ccccc1)N1N=C(c2ccc(Cl)cc2)CC1c1ccco1 (stereo not given)	-5%	-0.3%[50 µM]	0.8	74
NC(=O)Nc1ccc(C(=O)OCC(=O)c2c[nH]c3ccccc23)cc1	2%	3.5%	-0.4	64
C[C@H](CO)N1C[C@H](C)[C@@H](CN(C)Cc2ccc(Cl)c(Cl)c2)Oc2c(NS(=O)(=O)c3cccs3)cccc2C1=O	-4%	-1.4%	3.3	62
CC(C)(C)OC(=O)C[C@@H]1C/C=C\C[C@@H](CC(=O)NCCO)C(=O)N[C@H](Cc2c[nH]c3ccccc23)COC1=O	-2%	-2.3%	2.3	49
O=c1oc2ccccc2c2c1ccc1ccccc12	2%	0.4%	4.1	61	NS5 inhibitors pilot replicate=-0.6
Cc1ccc(C)c(N2CCN(C(=O)CCc3nc(-c4ccccc4C(F)(F)F)no3)CC2)c1	-1%	0.0%	5.8	65
CCOC(=O)c1cccc(N2CC3CNC(=O)C2(C(=O)OC)N3C)c1 (stereo not given)	-4%	-2.2%	1.2	52
COc1ccccc1N1CC(C(=O)OCC(=O)Nc2cc(C)on2)CC1=O (stereo not given)	4%	1.2%[50 µM]	0.9	65
COCCCNC(=O)C[C@H]1C[C@H](C(=O)N(C(C)C)C(C)C)[C@@]2(C)c3[nH]c4cc(-c5ccco5)ccc4c3CCN2C1=O	-5%	0.0%	3.7	52	NS5 inhibitors pilot replicate=-2.4
O=C1NC[C@@H](c2ccccc2)OC(=O)[C@H](Cc2ccc(F)cc2)C/C=C\C[C@@H]1CC(=O)N(CCO)Cc1ccccc1	-4%	0.0%	7.4	53
COc1ccc(S(=O)(=O)NCC2(N3CCOCC3)CCCCC2)cc1OC	-1%	0.1%[50 µM]	0.6	45
COc1ccccc1NS(=O)(=O)c1cc(NC(=O)c2cc(F)c(F)c(F)c2F)ccc1N1CCOCC1	-6%	0.6%	-0.4	83
CNC[C@H]1Oc2ccc(NC(=O)Cc3cn(C)c4ccccc34)cc2CC(=O)N([C@@H](C)CO)C[C@H]1C	-14%	9.0%	-1.4	53
CCc1ccccc1C1=CC(=O)C[C@H](c2ccc(OC)cc2)C1	0%	0.4%	0.5	50
CCCCNC(=O)C(C)N(CCN(C)C)C(=O)CCCN1C(=O)NC(c2ccc([N+](=O)[O-])cc2)C(C(=O)OCc2ccccc2)=C1C (stereo not given)	2%	-0.1%	4.6	52	NS5 inhibitors pilot replicate=-2.1
CN(CC(=O)Nc1ccc(Cl)c(C(F)(F)F)c1)C(=O)COC(=O)C1CC2CCCC(C1)C2=O (stereo not given)	6%	1.2%	0.2	72
COC(=O)C1CCN(S(=O)(=O)c2cc3c4c(c2)CCN4C(=O)CC3)CC1	-2%	0.3%[50 µM]	-0.5	57
O=C(COC(=O)C1CC1)NCCc1ccc(Cl)cc1	3%	1.8%[50 µM]	1.2	51
COc1ccc(CC(=O)NNC(=O)c2cc(Cl)ccc2OC)cc1	6%	1.0%[50 µM]	-0.6	60
COc1ccccc1NS(=O)(=O)c1cccc(C(=O)NNC(=O)c2ccc(Cl)nc2)c1	0%	3.2%	1.9	46
O=C(CCCNC(=O)c1ccc(Cl)cc1)Nc1nccs1	0%	-0.6%	0.3	72
C=CC[C@@H](CC(=O)NCCO)C(=O)N[C@@H](COC(=O)[C@@H](CC=C)CC(=O)OC(C)(C)C)Cc1c[nH]c2ccccc12	-7%	0.9%	4.6	70
O=C(CNC(=O)c1ccccc1F)OCC(=O)c1c[nH]c2ccccc12	-3%	1.0%[50 µM]	-0.3	55

Following part:
SMILES	NS5 inhibitors	UTI89 phage lysis	NTR1 agonist	NTR1 agonist cell count 20 µM	others
C[C@H]1COC(=O)[C@@H](Cc2ccc(F)cc2)C/C=C\C[C@@H](CC(=O)N[C@@H](CO)Cc2ccccc2)C(=O)N1	-7%	3.0%	-0.7	52
Nc1nc(SCC(=O)c2c(N)n(C3CC3)c(=O)[nH]c2=O)n[nH]1	-4%	1.0%[50 µM]	-0.1	81
CC(C)NC(=O)Nc1cccc2c1O[C@H](CN(C)C(=O)Nc1ccc(C(F)(F)F)cc1)[C@@H](C)CN([C@H](C)CO)C2=O	-3%	0.2%	2.3	46	NS5 inhibitors pilot replicate=-2.7
CN(CC(=O)Nc1ccc(OC(F)(F)F)cc1)C(=O)Cc1cccs1	-7%	0.2%[50 µM]	0.7	51
CNC[C@H]1Oc2ccc(NC(=O)C3CCCCC3)cc2CC(=O)N([C@H](C)CO)C[C@@H]1C	-8%	-0.7%	-1.5	57
COc1ccc(NC(=O)N(C)C[C@H]2Oc3ccc(NC(=O)NC(C)C)cc3C(=O)N([C@H](C)CO)C[C@@H]2C)cc1	-10%	-5.2%	1.0	62
COc1cccc(OC)c1OC(=O)C1CC(=O)N(c2ccc3c(c2)OCCO3)C1 (stereo not given)	-4%	-0.3%[50 µM]	0.0	57
CC(C)(C)OC(=O)C[C@@H]1C/C=C\C[C@H](CC(=O)NCCO)C(=O)NC[C@H](c2ccccc2)OC1=O	-2%	-0.1%	-1.0	40
CN(C)S(=O)(=O)c1cccc(C(=O)N2CCN(C(=O)C3CCCO3)CC2)c1 (stereo not given)	-3%	0.9%[50 µM]	-1.2	56
CCCCC[C@@H]1C=C(C(=O)O)[C@H](c2ccc(Cl)c(Cl)c2)N1S(=O)(=O)c1ccc(C)cc1	21%	-0.2%	10	56	NS5 inhibitors pilot replicate=1.2
O=C(CN1C(=O)NC2(CCCC2)C1=O)N1CCCSC1=Nc1ccccc1	6%	1.2%[50 µM]	0.3	65
Cc1ccc(S(=O)(=O)NCC(=O)OCc2cc(=O)oc3cc(C)ccc23)cc1	-16%	0.3%[50 µM]	1.5	75
COc1ccccc1C(=O)OCC(=O)Nc1cccc(S(=O)(=O)N2CCCC2)c1	-2%	1.9%[50 µM]	-0.1	57
O=C1c2ccccc2[C@@H]2CC(O)C(O)CCN12 (stereo not given in full)	-3%	0.2%	-0.8	70	NS5 inhibitors pilot replicate=-0.9
O=c1oc2ccc(C#CC3(O)CCCCC3)cc2cc1-n1cc(-c2ccccn2)nn1	2%	-1.2%	0.4	54
O=C(O)c1cccc(S(=O)(=O)Nc2ccc(Oc3ccccc3)cc2)c1	-7%	-0.5%[50 µM]	-0.9	86
CCOCc1c(C(=O)N2CCN(CC(=O)Nc3ccc(F)cc3)CC2)oc2ccccc12	0%	0.7%[50 µM]	0.1	53
CC(OC(=O)Cn1cc(C(F)(F)F)ccc1=O)C(=O)N(C)c1ccccc1 (stereo not given)	5%	-0.8%	-0.7	55
Cn1nc(C(=O)OCC(=O)Nc2ccc(SC(F)F)cc2)c2ccccc2c1=O	-2%	0.7%[50 µM]	2.8	62
O=S(=O)(c1ccc(Cl)nc1)N1CCC(Cc2ccccc2)CC1	4%	1.5%[50 µM]	9.9	58
CCN(C[C@H]1N[C@@](Cc2ccccc2)(C(=O)OC)[C@H]2C(=O)N(C)C(=O)[C@@H]12)S(=O)(=O)c1ccccc1	-1%	0.1%	3.6	59	NS5 inhibitors pilot replicate=-0.3
C[C@@H](C(=O)OCC(=O)c1ccc(F)c(F)c1)N1C(=O)C2CCCCC2C1=O (stereo not given in full)	-4%	0.5%[50 µM]	0.7	57
COc1ccc2sc(-c3ccc(S(C)(=O)=O)cc3)c(C(=O)NCCCN3CCCC3=O)c2c1	3%	0.3%	1.3	65	NS5 inhibitors pilot replicate=1.8
CCOc1ccc(NC(=O)COC(=O)c2cc(C)oc2C)cc1	-12%	1.2%[50 µM]	-0.6	68
COc1ccc(CC(=O)NNC(=O)c2ccccc2)cc1OC	-1%	0.8%[50 µM]	-0.6	45

For convenience, some entries already given.
SMILES	NS5 inhibitors	UTI89 phage lysis	NTR1 agonist	NTR1 agonist cell count 20 µM	others
CCOc1ccc(NC(=O)COC(=O)c2cc(C)oc2C)cc1	-12%	1.2%[50 µM]	-0.6	68
COc1ccc(CC(=O)NNC(=O)c2ccccc2)cc1OC	-1%	0.8%[50 µM]	-0.6	45

Retrieved by structure from the list above, 7 records:
SMILES	NS5 inhibitors	UTI89 phage lysis	NTR1 agonist	NTR1 agonist cell count 20 µM	others
O=C(CNC(=O)c1ccccc1F)OCC(=O)c1c[nH]c2ccccc12	-3%	1.0%[50 µM]	-0.3	55
COCCCNC(=O)C[C@H]1C[C@H](C(=O)N(C(C)C)C(C)C)[C@@]2(C)c3[nH]c4cc(-c5ccco5)ccc4c3CCN2C1=O	-5%	0.0%	3.7	52	NS5 inhibitors pilot replicate=-2.4
CCOC(=O)c1cccc(N2CC3CNC(=O)C2(C(=O)OC)N3C)c1 (stereo not given)	-4%	-2.2%	1.2	52
COc1ccc(S(=O)(=O)NCC2(N3CCOCC3)CCCCC2)cc1OC	-1%	0.1%[50 µM]	0.6	45
COc1ccc2sc(-c3ccc(S(C)(=O)=O)cc3)c(C(=O)NCCCN3CCCC3=O)c2c1	3%	0.3%	1.3	65	NS5 inhibitors pilot replicate=1.8
COc1ccccc1N1CC(C(=O)OCC(=O)Nc2cc(C)on2)CC1=O (stereo not given)	4%	1.2%[50 µM]	0.9	65
CCN(C[C@H]1N[C@@](Cc2ccccc2)(C(=O)OC)[C@H]2C(=O)N(C)C(=O)[C@@H]12)S(=O)(=O)c1ccccc1	-1%	0.1%	3.6	59	NS5 inhibitors pilot replicate=-0.3

(more compounds)
SMILES	NS5 inhibitors	UTI89 phage lysis	NTR1 agonist	NTR1 agonist cell count 20 µM	others
CCCn1c(N)c(C(=O)CSc2nnc3ccccn23)c(=O)n(C)c1=O	-1%	-0.3%[50 µM]	2.3	53
C[C@@H]1CN([C@H](C)CO)C(=O)c2cc(NC(=O)C3CCCCC3)ccc2O[C@@H]1CN(C)Cc1ccc(C(F)(F)F)cc1	-2%	0.8%	17	87
O=C(Cc1ccsc1)OCC(=O)c1ccccc1	2%	0.3%	1.7	54
Cc1ccc(C(=O)Nc2ccc(F)c(S(=O)(=O)N3CCOCC3)c2)s1	-10%	1.1%[50 µM]	-0.9	51
O=C(COC(=O)c1ccccc1O)NC1CCCc2ccccc21 (stereo not given)	-6%	0.8%[50 µM]	0.7	62
Cc1cnc(C(=O)OCC(=O)NCc2ccc(Cl)cc2)cn1	-11%	0.4%[50 µM]	-1.8	61
COC(=O)[C@H](CCSC)NC(=O)Cn1cnc2c(NCc3ccccc3)ncnc21	-8%	0.2%	-0.8	63
O=C1C=C(c2ccc(C(=O)O)cc2)C[C@@H](c2ccc(F)cc2)C1	-6%	-0.3%	3.2	53
O=c1[nH]cnc2c1ncn2[C@@H]1O[C@H](COS(=O)(=O)O)[C@@H](O)[C@H]1O	3%	0.1%	2.9	51
CC(=O)Nc1ccc(NC(=O)C2CC(=O)N(Cc3ccco3)C2)cc1 (stereo not given)	4%	1.2%[50 µM]	2.4	64
CC[C@@]1(C(=O)OC)N[C@H](CN(C)S(=O)(=O)c2ccc(OC)cc2)[C@@H]2C(=O)N(C)C(=O)[C@@H]21	2%	0.2%	-1.5	63	NS5 inhibitors pilot replicate=-1.5
COc1ccc(C2(c3ccc(OC)cc3)NC(=O)N(CC(=O)NC3CCS(=O)(=O)C3)C2=O)cc1 (stereo not given)	0%	0.1%[50 µM]	-0.3	45
COc1ccc2[nH]c3c(c2c1)CCN1C(=O)C(CC(=O)NCCCn2ccnc2)C[C@H](C(=O)N2CCOCC2)[C@@]31CCC1CCCC1 (stereo not given in full)	3%	0.0%	1.1	50
COc1cc(CN(C)c2ccc(S(=O)(=O)N3CCCC3)cn2)ccc1OC(F)F	3%	-0.8%[50 µM]	0.8	60
COc1ccccc1-c1nnc(SCC(=O)Nc2cccnc2Cl)n1C	0%	0.7%[50 µM]	-1.8	57
C[C@H](CO)N1C[C@H](C)[C@@H](CN(C)C(=O)Nc2ccc3c(c2)OCO3)Oc2ccc(NS(=O)(=O)c3ccc(F)cc3)cc2C1=O	-8%	0.1%	-0.9	41	NS5 inhibitors pilot replicate=-6.4
CC(=O)CC(CC(=O)NC1CCCCC1)c1ccccc1 (stereo not given)	5%	0.3%	-0.9	45
Cc1ccc(C(=O)N2CCCCC2C(=O)O)cc1S(=O)(=O)N1CCCCC1 (stereo not given)	-2%	2.3%	-2.0	55
CC(C)(C)NC(=O)C(c1ccc(-c2ccccc2)cc1)N(C[C@H]1CC[C@@H]([C@@H]2CC[C@H](CO)O2)O1)C(=O)c1ccc(C(C)(C)C)cc1 (stereo not given in full)	-7%	0.3%	16	66	NS5 inhibitors pilot replicate=1.5
Cc1cc(NC(=O)CSc2nnc(-c3ccccc3C)n2C)no1	-2%	0.8%[50 µM]	0.1	61
CC1CCN(C(=O)CN2C(=O)NC(C)(c3ccc4ccccc4c3)C2=O)CC1 (stereo not given)	-1%	0.4%[50 µM]	1.3	67
COc1ccc(-c2c(C#CC(C)(C)O)c3ccccc3n2C)cc1	11%	2.6%	-1.0	48
C#CCOCCOCCOCCNc1nc(N2CCN(C(=O)C([C@@H](C)O)n3cc([C@@H](N)CCCCN)nn3)CC2)nc(N2CCN(C(=O)[C@H](CCC(=O)O)n3cc([C@@H](N)[C@H](C)CC)nn3)CC2)n1 (stereo not given in full)	1%	0.0%	-2.7	43	NS5 inhibitors pilot replicate=1.5

Screens: PubChem BioAssay, several laboratories
